# Source: PubChem (National Center for Advancing Translational Sciences (NCATS))
# KDM5B inh = KDM5B demethylase inhibition; KDM5B demethylase, FDH-coupled NADH fluorescence (FDH is formaldehyde dehydrogenase); Potency, µM (series often up to 57.7 µM), for the others: at the top dose activity change, negative = inhibition, hits mostly inhibitors; 2.6% of 220,000 active; AID 1347165; active = well fitted inhibition curve with a large enough effect; inconclusive = small, poorly fitted or top-dose-only effect; inactive = no such curve, though single readings can be large or run the other way; also: 0% is about no effect; nearly all actives have a fitted effect of over 70% in size
#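 Here, H3K4me3 peptide (12.5 µM in substrate mix) is demethylated by KDM5BΔAP, 200 nM final, after 10 min compound exposure. Formaldehyde product is coupled through FDH (0.25 U/mL in mix) to NADH fluorescence; 30-min ΔRFU feeds dose-response curves.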
# * = called active by the depositor; ? = inconclusive; [ ] = dose if it differs, or a comment. Potency is read from the fitted curve at half-maximal effect. This is a subset; the hit share may differ from the screen's.
SMILES,KDM5B inh
CCc1cccc(OCCOC(=O)c2cc(C)nc3ccccc23)c1,-4%
N#Cc1ccc(C(=O)NCC2CCOCC2)cc1,-9%
O=C(Cc1ccccc1)N1CCCC2(CNc3ccccc3[S+](=O)([O-])N2)C1 (centres undefined),1%
COCCc1nncn1C1CCN(S(=O)(=O)c2ccc(F)cc2F)CC1,16%
CCN(C(=O)CSc1nc(-c2ccccc2Cl)nc2cc(=O)[nH]n12)c1ccccc1,12%
Cc1ccccc1OCC(=O)Nc1ccc2nc(SCC(=O)N3CCCC3)sc2c1,-30%
c1ccc(-c2nc(-c3ccccn3)nc(-c3ccccn3)n2)nc1,?
CC1(C(=O)Nc2nc3ccc(S(C)(=O)=O)cc3s2)CC1(Cl)Cl (centres undefined),26%
COCCOC1CCN(C(=O)c2cccs2)CC1,-5%
COc1cc(NC(=O)CCS(=O)(=O)c2nc(-c3cccs3)cc(C(F)(F)F)n2)cc(OC)c1OC,?
CC(C)c1ncc(C(O)c2ccccc2)n1C (centres undefined),?
CCCCc1nn2c(=O)cc(COC(=O)C(C)Oc3ccccc3)nc2s1 (centres undefined),1%
COC(=O)CNC(=O)C12CC3CC(CC(C3)C1)C2,24%
O=C(NCc1ccc(F)cc1)[C@@H]1C[C@@H](c2ccc(F)cc2)N([S+](=O)([O-])c2cccnc2)C1,5%
CCCNC(=O)N1C[C@@H](Oc2ccccc2)C[C@@H]1C(=O)NC,-22%
Cc1ccc(C(=O)C(C)Oc2ccc(C#N)cc2)cc1 (centres undefined),15%
COCCN(CC(=O)Nc1cccc(C)c1C)C(=O)c1oc2c(Cl)cccc2c1C,27%
CC(=O)c1c(C)[nH]c(C(=O)C(C)Sc2ccc(F)c(Cl)c2)c1C (centres undefined),-11%
O=C(Nc1ccc(F)cc1)C1CCN(C(=O)c2ncn3c2COC(c2ccccc2)C3)CC1 (centres undefined),-11%
CCc1ccc(-c2nc3cc(NC(=O)c4ccc([N+](=O)[O-])o4)ccc3o2)cc1,-24%
CC1CC(C)CN(C(=O)c2ccc(-c3ccccc3)cc2)C1 (centres undefined),10%
COc1cccc(NC(=O)CC2Sc3ccccc3NC2=O)c1 (centres undefined),11%
O=C(NCCc1nc(-c2ccccc2)no1)c1cc(=O)c2ccc(Br)cc2o1,0%
CCOC(=O)c1ccc(N2C(=O)c3n[nH]c(-c4ccco4)c3C2c2ccc(O)cc2)cc1 (centres undefined),?
Cc1nnc(-c2cc(-c3cccc(CO)c3)ccn2)n1C1CCCCC1,-6%[86.2 µM]
Cc1cccc(-c2cc(C(=O)NC3CCCC3)c3ccccc3n2)c1,29%
O=C(/C=C/c1ccc(-c2ccc(Cl)cc2Cl)o1)c1ccc(F)cc1,-11%
CC(=O)N1CCc2c(sc3c2c(=O)n(CCc2ccccc2)c(=O)n3Cc2ccc(Cl)cc2)C1,57%[activator]
Cc1ccc(S(=O)Cc2nc(-c3ccc(C(=O)NC(C)c4ccccc4)cc3)oc2C)cc1 (centres undefined),?
O=C(Nc1ccc2oc(-c3ccncc3)nc2c1)c1ccc([N+](=O)[O-])o1,-54%
COc1ccc(CNc2cc3c(cn2)CN(Cc2ccccc2)CCN3)cc1OC,-30%[86.2 µM]
C=CCS(=O)(=O)N1C[C@H]2OC(=O)N(CCc3cccc(Cl)c3)[C@H]2C1,21%
COCCC1(C(=O)O)CCCN(C(=O)CN(C)Cc2ccncc2)C1 (centres undefined),?
COc1ccccc1N1CCN(C(=O)Cn2c(=O)n3nc(-c4cccc(F)c4)nc3c3ccccc32)CC1,-29%
CN1C[C@H](NCc2ccc(C(F)(F)F)cc2)CCC[C@@H](C(=O)NC2CC2)CC1=O,-26%[86.2 µM]
COc1ccc(NC(=O)CS(=O)c2ccccc2Cl)cc1 (centres undefined),-16%
COc1ccc(OCc2cc(C(=O)N3CCN(CC4CC4)CC3)n[nH]2)c(Cl)c1,-12%
Cc1ccc(Nc2ccc3nonc3c2[N+](=O)[O-])cc1Cl,14%
CCN(C(=O)Cn1nnc2sc3c(c2c1=O)CCC(C(C)(C)C)C3)c1cccc(C)c1 (centres undefined),-3%
CC(C)(C(=O)O)c1cnc(N2CCC(O)(CO)CC2)nc1N1CCOCC1,10%
CC(C)c1ccc(N2CC(C(=O)N(C)Cc3cc(C(C)C)on3)CC2=O)cc1 (centres undefined),1%
CC(C)CCO[C@H]1COCCN(C(=O)c2ccccc2)C1,-7%[115 µM]
CCC(Oc1ccccc1Cl)C(=O)O (centres undefined),-9%
CSc1ccccc1NC(=O)C(C)OC(=O)C1CCCC1 (centres undefined),14%
COc1cccc(-c2cc3c(=O)n(CCNC(=O)C4CCN(C(C)=O)CC4)ccn3n2)c1,20µM*
CCCNC(=O)c1ccc(COc2cccc3c2OC(C)(C)C3)cc1,19%
COC1C(=O)N(C2CCN(C(=O)c3ccco3)CC2)C12CCOCC2 (centres undefined),12%
Cc1ccsc1CNC(=O)c1nccnc1N,-12%
C#CCNC(=O)c1cc(-c2ccc(Cl)cc2Cl)c2cccn2n1,2%[115 µM]
CCOc1ccccc1NC(=O)CCc1ccc(-c2ccc(C)c(C)c2)o1,?
O=C1c2c(nc(CNc3ccc(F)cc3)n2Cc2ccccc2)NCCN1CC1CC1,-34%[86.2 µM]
O=C(NCc1ccccc1)c1ccnc(-c2nnc3ccc(N4CCOCC4)nn23)c1,-14%[86.2 µM]
CN(Cc1ccccc1)C(=O)c1nc(-c2ccc(Cl)cc2)n2c1CCCCC2,-9%
COCCNC[C@@H]1C=C(C)[C@H](Cc2nnc(-c3ccc(OC)cc3)o2)C[C@H]1C(C)C,0%[86.2 µM]
COc1ccc(-c2cc(N3CCC(NC(=O)c4cccnc4)C3)n[nH]2)cc1 (centres undefined),-22%
COCc1ccc2c(c1)c(OC(C)(C)C(=O)NCCCn1ccnc1)nn2CCC(C)C,35µM*
CNC(=O)NCc1cccc(Oc2ccccc2)c1,-10%
COC(=O)c1cccc(NC(=O)CC2Sc3ccccc3NC2=O)c1 (centres undefined),25%
CC(C)(C)C(=O)COC(=O)c1ccccc1SCC(=O)NCC1CCCCC1,9%
CCNc1nc(-c2ccc(Br)cc2)cs1,-24%
# (listing goes on)
SMILES,KDM5B inh
Cc1ccc(CN2CCSc3ccc(C(=O)Nc4ccc(F)cc4F)cc32)cc1,?
CC(Oc1cc2oc(=O)cc(-c3ccccc3)c2cc1Cl)C(=O)NCc1ccccn1 (centres undefined),?
O=C(CSc1nc(-c2cccc(F)c2)[nH]c1-c1ccccc1)Nc1ccc2c(c1)OCCO2,24%
Cc1nc(-c2cccc(Cl)c2)n(Cc2nc(-c3ccc(OC(C)C)cc3)oc2C)c(=O)c1CCO,11µM*
COC(=O)C(C)Oc1ccc(-c2nccc(-c3ccccn3)n2)cc1 (centres undefined),3%
COc1ccc(C(=O)N2C[C@@H](F)C[C@H]2C(=O)N2CCCCC2)c(OC)c1,21%
O=c1cc(-c2ccncc2)oc2c(-c3cccc(CO)c3)nccc12,35µM*
CC(C)c1ccc(/C=N/NC(=O)Cc2ccccc2)cc1,2%
Cn1c(CN2CCOCC2)nnc1SCc1ccccc1Cl,?
CC(=O)N(c1nc(C)c(C(=O)Nc2ccc3[nH]ccc3c2)s1)C1CC1,-11%
O=C(NC1CCOC2(CCOCC2)C1)c1cnc2c(O)cccn2c1=O (centres undefined),32µM*
CCC(=O)N1CCC(N(C(=O)CC)C2CCOCC2)CC1,-16%
COc1ccc(/C=C2\Oc3c(ccc(OS(C)(=O)=O)c3C)C2=O)cc1,-14%
COc1ccc(-c2cc(C)no2)cc1S(=O)(=O)NCc1ccco1,?
Cc1cc(N2CCN(CC3(O)CNCCOC3)CC2)n2ncnc2n1 (centres undefined),16%

# In a second layout: results already given
KDM5B inh,SMILES
-4%,CCc1cccc(OCCOC(=O)c2cc(C)nc3ccccc23)c1
-9%,N#Cc1ccc(C(=O)NCC2CCOCC2)cc1
1%,O=C(Cc1ccccc1)N1CCCC2(CNc3ccccc3[S+](=O)([O-])N2)C1 (centres undefined)
16%,COCCc1nncn1C1CCN(S(=O)(=O)c2ccc(F)cc2F)CC1
12%,CCN(C(=O)CSc1nc(-c2ccccc2Cl)nc2cc(=O)[nH]n12)c1ccccc1
-30%,Cc1ccccc1OCC(=O)Nc1ccc2nc(SCC(=O)N3CCCC3)sc2c1
?,c1ccc(-c2nc(-c3ccccn3)nc(-c3ccccn3)n2)nc1
26%,CC1(C(=O)Nc2nc3ccc(S(C)(=O)=O)cc3s2)CC1(Cl)Cl (centres undefined)
-5%,COCCOC1CCN(C(=O)c2cccs2)CC1
?,COc1cc(NC(=O)CCS(=O)(=O)c2nc(-c3cccs3)cc(C(F)(F)F)n2)cc(OC)c1OC
?,CC(C)c1ncc(C(O)c2ccccc2)n1C (centres undefined)
1%,CCCCc1nn2c(=O)cc(COC(=O)C(C)Oc3ccccc3)nc2s1 (centres undefined)
24%,COC(=O)CNC(=O)C12CC3CC(CC(C3)C1)C2
5%,O=C(NCc1ccc(F)cc1)[C@@H]1C[C@@H](c2ccc(F)cc2)N([S+](=O)([O-])c2cccnc2)C1
-22%,CCCNC(=O)N1C[C@@H](Oc2ccccc2)C[C@@H]1C(=O)NC
15%,Cc1ccc(C(=O)C(C)Oc2ccc(C#N)cc2)cc1 (centres undefined)
27%,COCCN(CC(=O)Nc1cccc(C)c1C)C(=O)c1oc2c(Cl)cccc2c1C
-11%,CC(=O)c1c(C)[nH]c(C(=O)C(C)Sc2ccc(F)c(Cl)c2)c1C (centres undefined)
-11%,O=C(Nc1ccc(F)cc1)C1CCN(C(=O)c2ncn3c2COC(c2ccccc2)C3)CC1 (centres undefined)
-24%,CCc1ccc(-c2nc3cc(NC(=O)c4ccc([N+](=O)[O-])o4)ccc3o2)cc1

# Additional structures
SMILES,KDM5B inh
CCn1nc(C(=O)OCC(=O)N2CCCC2)c2ccccc2c1=O,3%
COCCN1CCN(Cc2ccc(C#N)cc2)CC1,7%
COCc1nc(-c2ccc(OC3CNC3)cc2)no1,-13%
O=C(NC1CCCCC1)c1ccc(NC(=O)C2CC2)cc1,34%[activator]
O=C(Cn1ncc2c3ccccc3n(Cc3ccc(F)cc3)c2c1=O)NCCC1=CCCCC1,-16%
Cc1cc(CN2CC(Oc3ccc(F)c(F)c3)C2)no1,11%[149 µM]
COc1ccc(N2C(=O)NC(NS(=O)(=O)c3ccc(NC(C)=O)cc3)(C(F)(F)F)C2=O)cc1 (centres undefined),-16%[11.5 µM]
CNc1oc(-c2ccc(Cl)cc2)nc1S(=O)(=O)c1ccc2c(c1)OCCO2,?
Cn1cnc2c1c(=O)n(CC(=O)NC13CC4CC(CC(C4)C1)C3)c(=O)n2C,11%
CCc1nc2c(c(-c3ccc(Cl)cc3)n1)CN(Cc1ccc(C(F)(F)F)cc1)CC2,?
CC(CNC(=O)c1nnc(Cc2cccc(F)c2)o1)c1ccccc1 (centres undefined),-8%
CC(=O)N1CCN(C(=O)c2cnc(N)nc2-c2ccccc2)CC(O)C1 (centres undefined),25µM*
COc1cc2[nH]c(=S)nc(NCc3cccnc3)c2cc1OC,12%
Cc1ccc(S(=O)(=O)Nc2cccc3cccnc23)c(C)c1,13%
CC(=O)N/C(=C\c1ccc(Cl)cc1)C(=O)O,26%
CC(=O)c1ccc(NC(=O)c2ccc(-c3ccc(Cl)cc3)o2)cc1,?
CC(C)(C)NCc1ccc2c(c1)OCO2,-1%
CSc1ccccc1CN1CCC2(CC1)C(C(=O)O)CC(=O)N2C (centres undefined),-18%
Cc1cccc(OCC(=O)N2C[C@@H](CO)[C@H](c3nc(C4CC4)no3)C2)c1,-8%
Cc1ccc(NC(=O)CN(C)S(=O)(=O)c2cnc[nH]2)cc1,-1%
CCN(CC)c1ccc(NC(=S)NC(C)C)cc1,-23%
O=C(c1cc2ccccc2oc1=O)N1CCN(c2ccccc2)CC1,-13%
COc1cc(CCC(=O)NCc2ccc3c(c2)CCN3C(=O)c2cccc(C)c2)cc(OC)c1OC,-25%
CNc1nc2c(s1)C(c1ccc(Cl)cc1)CC(=O)N2 (centres undefined),32µM*
Cc1cc(=O)n2nc(N3CCC(C(=O)NCc4ccccc4)CC3)sc2n1,11%
CCOC(=O)CSc1ncnc2c1c(-c1ccccc1)cn2-c1ccc(OC)cc1,-11%
COCCc1noc(-c2nnn3c2COC(c2ccc(OC)cc2)C3)n1 (centres undefined),-11%
CCOC(=O)c1c(N)c2cc([N+](=O)[O-])ccc2n1C,-8%
CCc1nnc(NC(=O)C2(c3cccc(F)c3)CCCC2)s1,6%
Cc1cc(S(=O)(=O)N[C@@H]2CCOC[C@H]2Oc2ccccn2)c(C)s1,-10%
CC1(C)CC(=O)C(C=Nc2ccccc2)C(=O)C1,2%
O=C(CC[C@@H]1CNC(=O)[C@@H]2C[C@H](NCc3ccccc3)CN12)NCc1ccccc1,-24%[86.2 µM]
Cc1cc(C)c(S(=O)(=O)NCCc2csc3nc(-c4ccc(Cl)cc4)nn23)c(C)c1,?
O=C(Cn1cccc1-c1nc(-c2ccccc2)no1)NCc1ccc(Cl)cc1,-12%
COc1ccc(Nc2cnc3ccc(-c4ccc(OC)c(OC)c4)nn23)cc1OC,-7%[86.2 µM]
CN1C(=O)N(CCc2ccccc2)C(=O)C12CCN(Cc1cccn1-c1ccccn1)CC2,9%
N#C/C(=C\c1ccc(F)cc1)C(=O)NCC1CCCO1 (centres undefined),-25%
CC1CCC(NC(=O)C(C)Cl)CC1 (centres undefined),14%
CCOC(=O)c1ccc(N2CCCCC2)c(NS(=O)(=O)c2ccc(C)cc2)c1,?
CC(=O)Cc1nsc(NC(=O)c2ccc(-c3cccc(Cl)c3)o2)n1,?
NC(=O)[C@H](Cc1cccs1)NC(=O)[C@@H]1[C@@H](NC(=O)Nc2ccc(F)cc2F)CCN1C(=O)c1cnccn1,0%
CCCN(CC1CCCO1)C(=O)c1csc2nc(-c3cccc(C(F)(F)F)c3)cn12 (centres undefined),-15%
c1ccc(Cn2nc(Cn3cncn3)nc2C2CCCCn3nnnc32)cc1 (centres undefined),-17%
